# Screening data from PubChem.
# PhoP GFP inhibition: Inhibition of PhoP regulon, Salmonella typhi GFP reporter cells, confirmation, 4 h (AID 1850); Salmonella Typhi PhoP-promoter GFP reporter, fluorescence, 4 h; higher % means a stronger effect; inhibition, % at 50 µM; hits with a dose series show IC50 in µM; actives 0.33% (n = 310,000); in the data active = a potency from the dose series; inconclusive = inhibition mostly from about 25% at the one dose, without a potency; inactive = the rest, 99 in 100 with inhibition below about 19%;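 also: 0% = induced wells with vehicle and 100% = uninduced wells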
# H1N1 NS1A inhibition: NS1A inhibition, H1N1 influenza, cell based functional assay (AID 504329); NS1A functional cell-based assay, percent inhibition; higher % means a stronger effect; one-dose inhibition, % at 12.5 µM; IC50 in µM for titrated hits; actives 0.3% (n = 340,000); in the data active = a potency from the dose series; inconclusive = inhibition above about 27% without an active follow-up result; also: strong numbers were not always called active
# VEEV TC-83 Vero: inhibitors of VEEV TC-83 cytopathic effect, confirmation, Vero cells (AID 588727); actives 0.13% (n = 350,000); Vero cells, VEEV TC-83 cytopathic effect inhibition; higher % means a stronger effect; one-dose inhibition, % at 20 µM; IC50 in µM for titrated hits; in the data active = a potency from the dose series; inconclusive = inhibition mostly from about 14% at the one dose, without a potency; inactive = the rest, 99 in 100 with inhibition below about 12%; also: strong numbers were not always called active
# tuberculosis growth: growth inhibition of non-replicating M. tuberculosis (AID 488890) | Mycobacterium tuberculosis non-replicating, growth inhibition; higher % means a stronger effect | inhibition, % at 25 µM, or IC50 in µM where a hit was titrated | actives 0.39% (n = 320,000); in the data active = a potency from the dose series; inconclusive = inhibition mostly from about 82% at the one dose, without a potency; inactive = the rest, 99 in 100 with inhibition below about 76%;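 also: plate controls were DMSO cells for no effect and high antibiotic wells for full effect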
# M. tuberculosis HTS: M. tuberculosis growth inhibition, HTS (AID 449762); M. tuberculosis H37Rv growth inhibition, 7H9 media; higher % means a stronger effect; inhibition, % at 25 µM, or IC50 in µM where a hit was titrated; actives 0.59% (n = 330,000); in the data active = a potency from the dose series; inconclusive = inhibition above about 70% without an active follow-up result;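 also: bacterial growth assessed after seven days of incubation; strong numbers were not always called active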
# The depositor's hits bear a star; i = inactive; ? = inconclusive; . = no result given. An unsorted share of the library. Share with any hit: about 1.6%.
SMILES	tuberculosis growth	VEEV TC-83 Vero	PhoP GFP inhibition	M. tuberculosis HTS	H1N1 NS1A inhibition
O=C(NCc1cccnc1)c1cccc(F)c1	-1%	1.1%	-10%	-3%	4%
O=C(Cc1ccc(NC(=O)C2CCN(C(=O)C3CC3)CC2)cc1)Nc1cccc(C(=O)N2CCCCC2)c1	.	1.4%	.	.	-5%
C/C(=N\N(Cc1ccccc1)c1ccccc1)c1cccnc1	17%	3.9%	-1%	?	10%
Cc1cc(NC(=O)CCCn2ccc([N+](=O)[O-])n2)n(Cc2ccc(F)cc2)n1	26%	0.1%	12%	4%	-3%
CN(CC(=O)NC1CCCCC1)S(=O)(=O)c1cccc2cccnc12	14%	1.6%	-16%	-8%	-3%
C#CCNS(=O)(=O)c1ccc(F)cc1Br	.	i	.	.	-8%
O=C(CCn1c(=O)oc2ccccc21)NCc1ccco1	-22%	0.3%	-2%	-3%	1%
Cn1c(=O)c2c(Nc3ccc(F)cc3)cc(=O)n(-c3ccccc3)c2n(C)c1=O	-1%	i	2%	-2%	.
CC(=O)NS(=O)(=O)c1ccc(NC(=O)CN2C(=O)C3C4C=CC(C4)C3C2=O)cc1 (stereo not drawn)	-10%	1.7%	-3%	-3%	-3%
CCOCCCN(C(=O)Cn1nnc2ccccc21)C(C(=O)NCc1ccco1)c1ccncc1 (stereo not drawn)	.	0.4%	.	.	-10%
COc1ccc(S(=O)(=O)NC(C)(C)C)cc1-c1nnc2c3ccccc3c(C)nn12	1%	2.0%	-5%	-4%	2%
COc1ccc(C2CC(c3cccs3)=NN2C(=O)CSc2nc(=O)n3cc(C)ccc3n2)cc1 (stereo not drawn)	31%	8.6%	6%	47%	-6%
C/C(Cl)=C/Cn1c(NCCCn2ccnc2)nc2c1c(=O)[nH]c(=O)n2C	-6%	0.8%	-6%	-2%	5%
CC(C)C(NS(=O)(=O)c1cccc(C(F)(F)F)c1)C(=O)O (stereo not drawn)	-6%	i	6%	-15%	-5%
COC(=O)c1sc(C(F)(F)F)c(-c2ccccc2)c1S(=O)(=O)N1CCOCC1	.	2.1%	.	.	-17%
COc1ccc(N(CC(=O)NCCSC2CCCCC2)S(C)(=O)=O)c(OC)c1	-3%	i	3%	2%	24%
c1ccc(Cn2cc(-c3cccnc3)cn2)cc1	15%	9.0%	.	7%	-10%
Cc1ccc(NC2CCCN(C(=O)c3ccccc3N3CCOCC3)C2)cc1C (stereo not drawn)	9%	1.4%	3%	3%	1%
Cc1nnc2sc(-c3ccc(NC(=O)CSc4ccc(Cl)cc4)cc3)nn12	3%	4.4%	-2%	-1%	10%
Cc1cccc2c1-c1sc(C(=O)Nc3ccccc3N3CCN(C)CC3)cc1CO2	?	i	2%	18µM*	-19%
COc1ccc(Cn2nnnc2C(c2ccccc2)N2CCN(C3CCCC3)CC2)cc1 (stereo not drawn)	.	i	.	.	-4%
O=C(Nc1ccc(S(=O)(=O)Nc2nccs2)cc1)c1nn(-c2ccccc2)ccc1=O	60%	2.2%	4%	13%	8%
Cc1cn(CC(=O)N(C)Cc2ccco2)c(=O)[nH]c1=O	.	i	.	.	0%
FC(F)(F)c1ccccc1NC(=S)N/N=C1\CC2CC=CC12 (stereo not drawn)	.	0.5%	.	.	5%
CCOC(=O)c1c(SC)[nH]c2c(Cl)cccc2c1=O	28%	0.1%	-20%	1%	0%
CC(C)N1C(=O)C2C(C(=O)NCc3ccccc3)C3C=CC2(O3)C1C(=O)NC(C)(C)C (stereo not drawn)	-2%	i	-8%	-10%	6%
COc1ccc(CN(C)C(=O)Cc2ccc(OC)c(S(=O)(=O)N3CCOCC3)c2)cc1OC	7%	2.3%	.	-3%	-3%
Cn1c(CC(=O)Nc2ccc(F)cc2)nnc1SCC(=O)NC1CCCCC1	-14%	i	6%	-14%	1%
CC(=O)Nc1ccc(S(=O)(=O)N2CCCC(C(=O)N3CCN(c4ccccc4)CC3)C2)cc1 (stereo not drawn)	17%	6.0%	-6%	-20%	-8%
COc1cc(SC)ccc1C(=O)NC1CCCc2ccccc21 (stereo not drawn)	46%	i	-16%	-7%	6%
O=c1[nH]c(=O)n(-c2ccccc2)c(O)c1/C=C1/C(c2ccccc2)=Nc2ccccc21	12%	3.1%	12%	8%	9%
NS(=O)(=O)c1ccc(CNC(=O)c2sccc2-c2ccccc2)cc1	-7%	1.1%	-7%	-13%	-3%
CC1CCN(c2cc(N3CCOCC3)c([N+](=O)[O-])cc2F)CC1	2%	0.5%	1%	-2%	12%
COc1ccc(-c2csc(NC(=S)NC(=O)c3ccc(S(=O)(=O)N(C)C)cc3)n2)cc1OC	-5%	3.0%	-10%	-14%	-12%
C=CCN(CC(=O)NCC1CCCO1)C(=O)CCC(=O)Nc1cc(C)on1 (stereo not drawn)	-5%	0.5%	-7%	2%	6%
O=c1cc(O)nc(-c2ccccc2)s1	-10%	0.1%	4%	-3%	-4%
O=C(COC(=O)c1ncc(Cl)c(Cl)c1Cl)NNC(=O)c1ccccc1	-5%	i	-3%	0%	3%
CCOc1ncccc1C(=O)OCC(=O)Nc1ccc(S(=O)(=O)N2CCCC2)cc1	18%	2.2%	.	5%	-7%
COCCn1c(=O)[nH]c(=O)c2c1nc(-c1ccc(-c3ccc(Cl)cc3[N+](=O)[O-])o1)n2Cc1ccccc1	25%	11%	4%	14%	12%
Cc1nc2cc(F)ccc2n1C1CCN(Cc2nnnn2CCc2ccccc2)CC1	39%	5.6%	-4%	6%	-5%
CC(=O)c1cc(CN2CCN(C3CCN(C(C)C)CC3)C(CCO)C2)cs1 (stereo not drawn)	1%	i	-9%	-7%	1%
COC1CCN(Cc2c(C(=O)N3CCc4ccccc4C3)nc3ccc(Cl)cn23)CC1	-6%	2.6%	-2%	-3%	0%
COc1ccc(CNC(=O)c2ccc(NC(=O)C3CCCO3)cc2)cc1 (stereo not drawn)	24%	2.9%	-2%	-3%	0%
COc1cc(/C=N/Nc2nc(N3CCCC3)nc(N3CCCC3)n2)ccc1O	.	i	-1%	.	8%
O=C(CSc1ccc([N+](=O)[O-])cc1)c1ccccc1	.	0.2%	.	.	2%
Cc1ccc(C(C)C)c(OCCNC(=S)Nc2cccc3ccccc23)c1	-2%	i	-12%	-1%	8%
Cc1ccc(CN2CCN(Cc3ccc(OC(C)C)cc3)CC2CCO)o1 (stereo not drawn)	24%	1.0%	2%	1%	-7%
CC(C)Cn1c(N)c(C(=O)CSc2ncn[nH]2)c(=O)n(C)c1=O	.	11%	.	.	0%
CCOC(=O)CC1=NC(=O)CS1	0%	2.2%	-33%	-1%	-24%
COC(=O)c1ccccc1NC(=O)c1cc(C2CC2)on1	59%	1.4%	2%	4%	-3%
C=CCN(c1ccc(C(=O)Nc2cccc([N+](=O)[O-])c2)cc1)S(C)(=O)=O	-3%	2.1%	-2%	-5%	1%
Cc1ccc2c(c1)nnn2C1CCN(CC(=O)NCCc2nc3ccccc3[nH]2)CC1	2%	0.5%	-12%	-7%	2%
O=C1CCN(C(=O)CCCn2c(=O)oc3ccccc32)CC1	-4%	0.6%	1%	-4%	-4%
CN(Cc1cccs1)C(=O)Cc1csc(-c2ccccc2)n1	31%	0.1%	2%	-1%	-12%
CCOC(=O)C1(CC2CC2)CCN(Cc2cn[nH]c2-c2cccc(F)c2)CC1	6%	i	-5%	-2%	0%
CCOC(=O)c1ccc(NC(=S)N2CCN(C)CC2)cc1	11%	2.3%	0%	-2%	-5%
COc1ccc(-c2ccc(-c3cc(=O)oc4cc(OC)c(OC)c(OC)c34)cc2)cc1F	.	1.6%	.	.	18%
Cc1ccc(N2CC(C(=O)Nc3nc4ccc(S(C)(=O)=O)cc4s3)CC2=O)cc1 (stereo not drawn)	9%	4.1%	-5%	-2%	-4%
CCCc1ccc(Oc2cc(Cl)nc(N)n2)cc1	48%	0.8%	-8%	8%	-1%
CCOC(=O)C1(C)/C(=N/Nc2ccccc2OC)C(=O)C(=O)N1c1ccccc1 (stereo not drawn)	38%	0.7%	9%	0%	19%

# Entries of single compounds as entered above:
# Profile of `CCCc1ccc(Oc2cc(Cl)nc(N)n2)cc1` : tuberculosis growth: 48%; VEEV TC-83 Vero: 0.8%; PhoP GFP inhibition: -8%; M. tuberculosis HTS: 8%; H1N1 NS1A inhibition: -1%
# Profile of `COc1ccc(-c2ccc(-c3cc(=O)oc4cc(OC)c(OC)c(OC)c34)cc2)cc1F` : tuberculosis growth: .; VEEV TC-83 Vero: 1.6%; PhoP GFP inhibition: .; M. tuberculosis HTS: .; H1N1 NS1A inhibition: 18%
# Profile of `C=CCN(c1ccc(C(=O)Nc2cccc([N+](=O)[O-])c2)cc1)S(C)(=O)=O` : tuberculosis growth: -3%; VEEV TC-83 Vero: 2.1%; PhoP GFP inhibition: -2%; M. tuberculosis HTS: -5%; H1N1 NS1A inhibition: 1%

# Following part.
SMILES	tuberculosis growth	VEEV TC-83 Vero	PhoP GFP inhibition	M. tuberculosis HTS	H1N1 NS1A inhibition
Cc1cc(C)n(CCC(=O)N2CCN(S(=O)(=O)c3ccccc3)CC2)n1	3%	1.6%	1%	-2%	1%
CCCc1cnc(N2CCN(S(C)(=O)=O)CC2)nc1	-7%	2.6%	5%	-15%	-23%
O=C1Nc2ccc(S(=O)(=O)NCCCO)c3cccc1c23	4%	0.3%	-8%	-4%	1%
O=C(NCc1ccc2c(c1)OCO2)c1cc([N+](=O)[O-])ccc1N1CCOCC1	1%	6.7%	.	-2%	-2%
CC(=O)c1sc(NC(=O)c2ccccc2F)nc1C	.	6.9%	2%	-9%	-1%
CCSC(=O)N1c2ccc(OC)cc2C=CC1C#N (stereo not drawn)	.	7.7%	.	.	-1%
CNC(=S)N/N=C(\C)c1ccc2c(c1)OCCO2	?	0.2%	7%	-8%	-8%
COc1cccc(/C=C/C(=O)OCC(=O)NC2CC2)c1OC	-4%	11%	.	2%	-10%
O=C1NC(=O)C(=Cc2csc3ccccc23)C(=O)N1	-8%	i	-12%	2%	0%
COc1ccc(C2CC3(O)NC(=O)C(C#N)(C3C)C2(C#N)C#N)cc1 (stereo not drawn)	-7%	3.8%	11%	-3%	.
COc1cccc(F)c1C(C[N+](=O)[O-])c1c(N)n(C)c(=O)n(C)c1=O (stereo not drawn)	7.6µM*	25%	42%	?	-1%
O=C(NC(=S)Nc1nc(-c2cccc3ccccc23)cs1)c1cc2ccccc2o1	-1%	0.6%	-8%	-1%	28%
O=C(COc1ccc(Cl)cc1)Nc1cccc(S(=O)(=O)NC2=NCCCCC2)c1	0%	4.2%	1%	-6%	-14%
CSCc1c(C(=O)NC2CCCc3ccccc32)oc2ccccc12 (stereo not drawn)	-14%	0.6%	0%	-10%	7%
Cc1nc2sccn2c(=O)c1S(=O)(=O)NCCc1ccc(Cl)cc1	0%	i	6%	5%	3%
C=CC[C@@H]1C=C[C@H](O/N=C/c2ccc(C(=O)N3[C@H](c4ccc(C)cc4)[C@@H](C)CC[C@H]3C(=O)OC)cc2)[C@@H](CO)O1	0%	.	-19%	-10%	.
COc1ccc(N=C2SC(C(N)=O)CC(=O)N2CCc2ccc(OC)c(OC)c2)cc1 (stereo not drawn)	7%	7.5%	-7%	-7%	-14%
O=C1CSC(c2cccnc2)N1c1ccccc1 (stereo not drawn)	9%	?	-2%	0%	-1%
Cc1nc(NC(=O)c2ccccc2O)sc1C	-6%	0.2%	-8%	-1%	-10%
O=C(O)COc1cnc2ccccc2n1	-7%	1.0%	3%	-7%	0%
NCC(O)COc1ccc2c(c1)OCO2 (stereo not drawn)	3%	0.3%	23%	-3%	10%
Cc1ccc(NC(=O)C2CC(O)CN2C(=O)OCc2ccccc2)cc1C (stereo not drawn)	.	5.1%	.	.	-12%
O=C(NCCc1c[nH]c2ccccc12)/C(=C\c1cccnc1)NC(=O)c1cccs1	1%	i	3%	0%	-3%
COc1cc(/C=C/C(=O)c2ccc(F)cc2)cc(OC)c1OC	74%	9.8%	6%	?	-2%
CN(C(=O)COC(=O)C1CCN(S(=O)(=O)c2ccc3c(c2)OCCO3)CC1)c1ccccc1	5%	2.8%	5%	2%	-6%
Cc1ccc(C(=O)Nc2ccccc2C(=O)NCc2ccco2)cc1S(=O)(=O)N1CCCCC1	43%	4.5%	6%	2%	4%
